PGC1a acetyl inh: modulators of PGC1a acetylation; U2OS PGC1a acetylation, AlphaScreen anti-acetyl-lysine; with virally co-expressed GCN5 acetyltransferase; inhibition, % at 15.6 µM; 350,000 compounds, 0.17% hits; AID 651687;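 active means every replicate shows inhibition of at least 40%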;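 further: 0% = neutral control wells and 100% = positive control wells; some results beyond the cut were filed as inactive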
PAX8 reporter: inhibitors of PAX8 transcriptional activity in RMG-I cells; RMG-I TPO-luciferase reporter, SteadyGlo, 24 h; inhibition, % at 12.6 µM; 360,000 compounds, 1.2% hits; AID 652154;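 active means mean replicate inhibition at least 60% with every replicate also reaching 60%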;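 further: luciferase light reporting Pax8 driven TPO promoter activity; plate controls were median of neutral control wells for no effect and mitoxantrone controls for full effect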
FN deposit inh: fibronectin deposition inhibition. AID 743247. inhibition, % at 12.6 µM. AH1F fibroblasts, Alexa488-fibronectin deposition fluorescence, overnight. 350,000 compounds, 0.086% hits;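 active means mean inhibition across replicates of 30% or more, regardless of how many single replicates reach that level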;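 further: positive control wells lacked labelled fibronectin entirely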
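Material: AH1F fibroblasts assembling fluorescent fibronectin matrix; amount: 10000 AH1F cells/well; medium: DMEM, 2% serum; reagent: Alexa488-fibronectin, 24 nM final in well; dosing: single compound dose, delivered by pin transfer; incubation: 1 h adhesion, overnight exposure; detection: fluorescence after three HBSS washes, excitation 485 nm, emission 525 nm; measure: fibronectin deposition inhibition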
miR-122 sensor: blocks miR-122 activity in Huh7 sensor cells; Huh7 miR-122 Renilla luciferase sensor, 48 h; neutral wells = 0, positive control = 100; activation (reporter increase), % at 12.5 µM; 340,000 compounds, 0.3% hits;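 active means mean replicate activation score at least 90 and every replicate individually at or above 90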;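 further: higher luciferase means less miR-122 activity so hits act as miR-122 inhibitors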
LGR2 antag: Drosophila LGR2 receptor signaling inhibition; HEK293 LGR2, CRE-luciferase, bursicon-stimulated, 4 h; inhibition, % at 9.99 µM; 380,000 compounds, 0.35% hits;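 active means drop in luminescence signal, shown as inhibition above about 50% in the replicate tests, limit read from the data, passing the limit was not always enough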;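 further: agonist challenge used bursicon conditioned medium at about half maximal strength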
EWS-Fli block: EWS/Fli transcriptional activity inhibition | A673 NR0B1-luciferase reporter, viability-normalised | inhibition, % at 12.6 µM | 350,000 compounds, 0.67% hits;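 active means mean inhibition of at least 50% after viability correction, with every replicate also passing that limit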;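 further: firefly luciferase signal divided by Alamar Blue viability fluorescence both relative to DMSO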
Casp6 inh: blocks human caspase-6 cleavage activity; P55212; purified caspase-6, Z-VEID-R110 cleavage fluorescence; 350,000 compounds, 0.53% hits; inhibition, % at 12.5 µM; AID 686996;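 active means mean inhibition across replicates at least about 35%, with every replicate also reaching that limit, limit read from the data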;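 further: 0% = median of neutral control wells and 100% = no fluorescence left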
Target sequence (P55212 24-179 limits assumed): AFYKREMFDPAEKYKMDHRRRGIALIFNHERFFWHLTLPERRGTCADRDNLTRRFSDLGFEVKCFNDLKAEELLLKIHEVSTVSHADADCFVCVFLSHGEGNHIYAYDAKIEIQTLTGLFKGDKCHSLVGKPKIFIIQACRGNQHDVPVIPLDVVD
Target sequence (P55212 194-293 limits assumed): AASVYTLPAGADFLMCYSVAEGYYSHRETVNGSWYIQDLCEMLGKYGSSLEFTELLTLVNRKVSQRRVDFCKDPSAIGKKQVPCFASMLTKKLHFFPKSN
Cneo AK release: Cryptococcus neoformans lysis via adenylate kinase release. lysis activity, % at 15 µM. C. neoformans lysis, adenylate kinase release luminescence, 4 h; normalised: neutral wells 0, clomiphene wells 100. AID 651654. 360,000 compounds, 0.2% hits;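 active means mean lysis activity across replicates of at least 80%, whatever share of replicates individually reach that level; inactive means mean lysis activity below 80%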
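Material – log-phase Cryptococcus neoformans yeast cells · Input – 5 × 10^6 yeast cells/mL · Medium – fresh YPD growth medium · Doses – single compound concentration per well · Timing – static 4 h at 37 °C with compound, 1 h detection · Detection – adenylate kinase release luminescence · Read-out – signal increase indicating cell lysis · Control set – Clomiphene as positive lysis control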
Numbers without * were called inactive; nt = not tested or not shown; & = joins results of further samples; [ ] = remark or other dose. Rows were taken by chance; overall some 2.5% were active at least once.

SMILES	PGC1a acetyl inh	PAX8 reporter	FN deposit inh	miR-122 sensor	LGR2 antag	EWS-Fli block	Casp6 inh	Cneo AK release
Cc1nc2ccccc2nc1OCc1ccc([N+](=O)[O-])cc1	0	20	-1	nt	-3	6	2	nt
NC(=O)CSc1nc2c(c(=O)n1-c1ccccc1)C1(CCCCC1)Cc1ccccc1-2	nt	4	5	nt	16	-7	-7	nt
Cc1cccc(S(=O)(=O)C(C#N)c2nc3ccccc3nc2N2CC(C)OC(C)C2)c1 (centres undefined)	3	nt	-9	-3	nt	nt	nt	1
C[C@@H]1CCCCO[C@@H](CN(C)C(=O)CCC(F)(F)F)[C@H](C)CN([C@H](C)CO)C(=O)c2cc(NC(=O)NC3CCCCC3)ccc2O1	-7	nt	nt	9[16.7 µM]	2	-3	1	-1
COc1cccc(-c2ccc([C@@H]3[C@@H](CO)N4C(=O)CN(C(=O)c5cccnc5)C[C@@H]34)cc2)c1	-4	-13	-1	nt	-1	6	3	nt
O=C(NC(=S)NCc1ccccc1)c1cccc(Cl)c1	0	-21	-2	75	nt	15	2	64
CO[C@H]1CN(C)C(=O)c2cc(NC(=O)c3ccc(F)cc3)ccc2OC[C@H](C)N(C(=O)CN(C)C)C[C@H]1C	-12	-3	-16	nt	7	-7	1	11
CC=Cc1ccc2n(c1=O)C[C@H]1[C@H](CO)[C@@H](C(=O)N3CCc4ccccc4C3)[C@@H]2N1Cc1ccccc1 (mixture of isomers)	nt	nt	nt	5[16.7 µM]	-11	-28	0	-1
O=C(N[C@H]1CC[C@H](CCNS(=O)(=O)c2ccc(F)cc2)O[C@H]1CO)c1ccccn1	5	-4	nt	nt	-2	4	0	1
CC(C)(O)C#Cc1ccc(N2C(c3ccsc3)=Cc3ccc(F)cc3C2c2c[nH]c3ccc(C#N)cc23)cc1 (centres undefined)	nt	21	nt	nt	3	-14	-1	nt
COC(=O)c1ccccc1N(Cc1ccccc1)S(C)(=O)=O	1	nt	nt	-2	2	nt	nt	3
C[C@@H]1CN([C@@H](C)CO)C(=O)Cc2cc(NC(=O)C3CCCCC3)ccc2O[C@@H]1CN(C)C	10	-18	nt	-2[16.7 µM]	2	-1	2	1
C[C@@H]1CN([C@H](C)CO)C(=O)Cc2cc(NC(=O)C3CCCCC3)ccc2O[C@H]1CN(C)Cc1ccc(Cl)c(Cl)c1	1	-5	-1	-10[16.7 µM]	5	5	2	-2
Cc1ccc(S(=O)(=O)N(C)CC(=O)OCC(=O)NCCN2C(=O)CSC2=O)cc1	0	-12	-6	2	-1	1	2	4
CCOC(=O)N/N=C\c1ccc([N+](=O)[O-])s1	-6	13	-8	nt	-3	11	5	nt
Cc1noc(C)c1NC(=O)N(C)C[C@H]1Oc2c(NC(=O)Nc3ccc(F)cc3)cccc2C(=O)N([C@H](C)CO)C[C@H]1C	5	-30	nt	-3[16.7 µM]	-2	0	-6	4
CSc1cccc(NS(=O)(=O)c2cccc3nsnc23)c1	-3	10	nt	33	nt	nt	nt	1
O=C(c1ccncc1)N1C[C@@H]2[C@H](c3ccccc31)[C@H](CO)N2C(=O)CN1CCOCC1	8	-15	2	4[16.7 µM]	-7	4	1	59
c1ccc(N2CCN(c3nnc(Cc4cccnc4)c4ccccc34)CC2)nc1	-17	nt	-7	-9	3	nt	nt	-1
S=C(NCc1ccccn1)Nc1ccc(Br)cc1Cl	nt	-101	0	nt	-87	-82	0	5
CCCC(=O)Nc1nnc(S(=O)(=O)N(CC(C)C)c2ccccc2)s1	7	0	3	1	-6	2	0	-1
COc1cccc(CNC(=O)C[C@H]2CC[C@H](NC(=O)C3CC3)[C@H](CO)O2)c1	-7	-2	-1	nt	0	-2	8	1
CN1C(=O)c2cc(NC(=O)c3cscn3)ccc2OC[C@H]2O[C@H](CC(=O)N3CCOCC3)CC[C@H]21	9	-10	-1	13[16.7 µM]	10	5	-2	-3
COc1cccc(/C=N/n2c(C3CCCCC3)n[nH]c2=S)c1O	9	-3	-2	-11	1	10	0	6
O=C(Nc1ccc2c(c1)[C@H]1C[C@@H](CC(=O)N3CCOCC3)O[C@H](CO)[C@H]1O2)c1ccc2c(c1)OCO2	2	5	-3	0[16.7 µM]	14	-3	nt	-24

One compound at a time, from the list above. Screens in order: PGC1a acetyl inh | PAX8 reporter | FN deposit inh | miR-122 sensor | LGR2 antag | EWS-Fli block | Casp6 inh | Cneo AK release
CC=Cc1ccc2n(c1=O)C[C@H]1[C@H](CO)[C@@H](C(=O)N3CCc4ccccc4C3)[C@@H]2N1Cc1ccccc1 (mixture of isomers) in the list: nt | nt | nt | 5[16.7 µM] | -11 | -28 | 0 | -1
c1ccc(N2CCN(c3nnc(Cc4cccnc4)c4ccccc34)CC2)nc1 in the list: -17 | nt | -7 | -9 | 3 | nt | nt | -1
COC(=O)c1ccccc1N(Cc1ccccc1)S(C)(=O)=O in the list: 1 | nt | nt | -2 | 2 | nt | nt | 3

Later entries:
SMILES	PGC1a acetyl inh	PAX8 reporter	FN deposit inh	miR-122 sensor	LGR2 antag	EWS-Fli block	Casp6 inh	Cneo AK release
CC(Oc1cccnc1[N+](=O)[O-])C(=O)Nc1ccc(Cl)cn1 (centres undefined)	1	12	7	3	-10	-3	2	2
COc1ccc(Cl)cc1NC(=O)CN1CCc2ccccc2C1	-1	12	2	0	14	14	2	3
CCCc1cc(=O)n2[nH]c(CCc3ccccc3)nc2n1	1	11	4	7	nt	nt	nt	3
COc1ccc(N(CC(=O)Nc2ccccc2C(=O)NCC(C)C)S(C)(=O)=O)cc1	-7	12	3	-2	-4	nt	nt	-4
Clc1ccccc1CONc1ncnc2nonc12	nt	-95	-5	nt	5	-91	2	nt
COc1ccc(CN(C)C[C@@H]2Oc3c(NC(=O)Nc4ccc(OC)cc4)cccc3C(=O)N([C@@H](C)CO)C[C@@H]2C)cc1	3	nt	nt	13[16.7 µM]	-25	-7	nt	-3
O=c1[nH]cnc2c1sc1nc3c(c(-c4ccc(Cl)cc4)c12)CCC3	4	nt	nt	-7	18	nt	nt	0
CC(C)CC(=O)Nc1ccc2ccccc2c1	-1	-105	2	nt	-54	-80	-3	nt
CCN(C[C@H]1N[C@@](CC)(C(=O)OC)[C@H]2C(=O)N(Cc3ccccc3)C(=O)[C@@H]12)C(=O)Nc1ccc(C(F)(F)F)cc1	-5	12	0	-4	-3	12	0	3
C/C=C/c1ccc([C@H]2[C@@H](CO)N(C(C)=O)[C@@H]2CNC(=O)c2ccccc2)cc1	-6	14	-5	-29[16.7 µM]	-5	-7	-1	2
O=C(NCc1nc2ccccc2[nH]1)C1=C[C@H](c2ccccc2)C[C@H](OCc2ccc(CO)cc2)O1	-25&-25	-5&-4	2	-2	-8	9&-8	-1&5	1&-6
CCOC(=O)N1CCN(C(=O)C2CCC(=O)N(Cc3ccccc3OC)C2)CC1 (centres undefined)	0	-23	8	nt	-7	-10	-4	-1
CCN(CC)S(=O)(=O)c1ccc(NC(=O)CCNC(=O)c2ccco2)cc1	nt	-1	1	nt	-3	2	1	0
O=C(Nc1nc2ccccc2[nH]1)C1CCC1	-4	-72	6	-6	-31	-37	-1	-1
CC(C)NC(=O)N(C)C[C@@H]1Oc2c(NC(=O)c3nc4ccccc4s3)cccc2C(=O)N([C@@H](C)CO)C[C@@H]1C	-2	nt	nt	3[16.7 µM]	-27	-8	0	-5
O=c1c2c3c(sc2nc(NCCO)n1CCc1ccccc1)CCCCC3	nt	-3	2	38	-28	nt	nt	0
COc1ccc(NC(=O)c2cccc3c(-c4ccc(OC)cc4C)coc23)cc1	4	nt	-12	0	-1	-19	-1	-2
CCCCNC(=O)c1nc(-c2cccnc2)oc1-c1ccc(OC(F)(F)F)cc1	nt	-10	3	nt	-1	-2	-3	nt
CCN(CC)C1Oc2cc3c(cc2C(c2cccc(OC)c2O)C1C)OCO3 (centres undefined)	nt	0	9	nt	-1	17	3	nt
NC(=O)c1ncc(C(F)(F)F)cc1Oc1cccc(C(F)(F)F)c1	10	nt	nt	0	0	nt	nt	0
O=C(N/N=C/c1ccco1)c1ccccc1OCc1ccccc1Cl	nt	-1	1	nt	-12	6	1	4
CCCCOC(=O)C1=C(C)Nc2nnnn2C1c1ccccc1Cl (centres undefined)	-3	2	6	-2	nt	nt	nt	0
Cc1ccc(CNC(=O)c2ccc(N3CCC4(CC3)CC(c3cccc(Br)c3)=NO4)c(NC(=O)c3cccc(C)c3)c2)cc1	nt	21	2	0	nt	1	0	1
CCOC(=O)c1c(-c2ccc(C)cc2)csc1NC(=O)CCN1CCOCC1	5	13	nt	4	-2	81*	2	-1
Cn1c(=O)[nH]c(=O)c2c1nc(Br)n2C/C=N/NC(=O)c1ccccc1	9	-11	-12	-4	4	5	1	-3
SMILES	PGC1a acetyl inh	PAX8 reporter	FN deposit inh	miR-122 sensor	LGR2 antag	EWS-Fli block	Casp6 inh	Cneo AK release
Cc1ccc2[nH]c3c(N4CCOCC4)ncnc3c2c1	-6	nt	nt	8	-36	nt	nt	1
Cc1cc(NC(=O)c2ccccc2)cc(NC(=O)c2ccccc2)c1C	nt	16	-1	nt	-5	-9	-1	0
CCNC(=S)N1CCN(S(=O)(=O)/C=C/c2ccccc2)CC1	-4	2	3	-2	1	8	-2	3
O=C(CN1C(=O)/C(=C/c2ccccc2Cl)SC1=S)NC1CCS(=O)(=O)C1 (centres undefined)	3	9	2	0	10	nt	0	-1
O=C(CCNC(=O)c1ccco1)NCCN1C(=O)S/C(=C\c2ccc(F)cc2)C1=O	-3	-24	-4	-8	-11	-30	-4	-1
C/C(Cn1nnc([N+](=O)[O-])n1)=N\NC(=O)c1cccc(Cl)c1	-13	nt	nt	-2	5	15	3	6
C[C@@H]1CCCCO[C@@H](CN(C)Cc2ccc(Cl)c(Cl)c2)[C@@H](C)CN([C@H](C)CO)C(=O)c2cc(NS(=O)(=O)c3ccc(Cl)cc3)ccc2O1	-13	-22	2	-5[16.7 µM]	12	0	2	1
COc1ccc(N(CC(=O)Nc2cc(Cl)ccc2C)S(=O)(=O)c2c(C)noc2C)cc1	nt	41	15	73	6	nt	3	-1
O=C1CN(Cc2ccccc2)C[C@H]2[C@@H](c3ccc(-c4ccccc4F)cc3)[C@@H](CO)N12	-8	-21	nt	nt	-3	-3	1	nt
CCN1[C@@H]2Cn3c(ccc(/C=C/c4ccccc4)c3=O)[C@H]1[C@@H](C(=O)N1CCOCC1)[C@@H]2CO	nt	34	nt	3[16.7 µM]	-2	2	-1	-5
O=C(COc1ccccc1[N+](=O)[O-])Nc1cc(C(=O)O)cc(C(=O)O)c1	nt	11	7	nt	-9	-5	7	nt
CC(NCc1cccs1)c1ccccc1 (centres undefined)	nt	9	3	nt	2	4	-2	nt
COc1ccccc1N1C(=O)C2C(C(=O)c3ccccc3)=NN(c3ccc(Br)cc3)C2C1=O (centres undefined)	6	29	2	-2	4	7	-2	6
OCCN1CCN(c2ncnc3c2c(-c2ccccc2)cn3-c2ccc(F)cc2)CC1	-12	0	-3	nt	16	5	5	2
CN(C)CC(=O)N[C@H]1CC[C@@H](CCn2cc(C3CCCC3)nn2)O[C@@H]1CO	3	-14	-3	nt	14	9	-1	42
CCCCC(=O)N(C)c1c(CC)nc2c(OCc3ccc(C#N)cc3)cccn12	nt	2	8	1	-16	3	3	0
O=C(NCCc1ccc(Cl)cc1)c1nnc(Cc2ccc(Cl)cc2)o1	0	5	4	-10	-9	-1	-2	-2
O=S(=O)(c1ccc2ncn(O)c2c1)N1CCOCC1	nt	-16	nt	-3	18	2	1	0

Assay outcomes: PubChem, Broad Institute
